Gal4-VP16 FLuc = Gal4-VP16 reporter inhibition counter-screen; 310,000 compounds, 3.5% hits; Drosophila S2 Gal4-VP16 UAS-luciferase, luminescence, 20 h; Potency, µM (titrated, usually from 53.6 µM), for inactives: top-dose activity, negative = inhibition, most hits filed as inhibitors; AID 2546;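 note: Gal4-VP16 expression switched on by copper sulfate through the metallothionein promoter; % is set by controls: 0 for no effect and ±100 for the full control effect; nearly all actives have a fitted effect of over 50% in size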
RORg inh = inhibitors of mouse ROR gamma transcriptional activity | P51450 | Drosophila S2 Gal4-RORgamma UAS-luciferase reporter, 20 h | Potency, µM (top dose mostly 53.6 µM), for the others: top-dose activity change, negative = inhibition, actives largely listed as inhibitors | 310,000 compounds, 5.4% hits; note: % is set by controls: 0 for no effect and ±100 for the full control effect; nearly all actives have a fitted effect of over 60% in size
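Luciferase reporter read in Schneider cells carrying Gal4-RORγ (mouse) and UAS-Photinus luciferase; cells given compound 1 h before 700 uM copper sulfate induction, then incubated 20 h at ambient temperature.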
MLL CXXC-DNA inh = MLL CXXC-DNA interaction inhibition; 290,000 compounds, 0.037% hits; Q03164; Potency, µM (doses to about 115 µM), without a hit: at the highest dose activity change, negative = inhibition, actives largely listed as inhibitors; MLL-CXXC / FITC-HOXA9 DNA fluorescence polarization; active = well fitted inhibition curve with a large enough effect in the polarisation, with a control signal flat, not every such curve was filed as active; inconclusive = small, poorly fitted or top-dose-only effect, or effect the other way, or a change in a side signal; inactive = no such curve, though single readings can be large or run the other way; the % refers to the polarisation
Target sequence (Q03164 whole entry, looked up): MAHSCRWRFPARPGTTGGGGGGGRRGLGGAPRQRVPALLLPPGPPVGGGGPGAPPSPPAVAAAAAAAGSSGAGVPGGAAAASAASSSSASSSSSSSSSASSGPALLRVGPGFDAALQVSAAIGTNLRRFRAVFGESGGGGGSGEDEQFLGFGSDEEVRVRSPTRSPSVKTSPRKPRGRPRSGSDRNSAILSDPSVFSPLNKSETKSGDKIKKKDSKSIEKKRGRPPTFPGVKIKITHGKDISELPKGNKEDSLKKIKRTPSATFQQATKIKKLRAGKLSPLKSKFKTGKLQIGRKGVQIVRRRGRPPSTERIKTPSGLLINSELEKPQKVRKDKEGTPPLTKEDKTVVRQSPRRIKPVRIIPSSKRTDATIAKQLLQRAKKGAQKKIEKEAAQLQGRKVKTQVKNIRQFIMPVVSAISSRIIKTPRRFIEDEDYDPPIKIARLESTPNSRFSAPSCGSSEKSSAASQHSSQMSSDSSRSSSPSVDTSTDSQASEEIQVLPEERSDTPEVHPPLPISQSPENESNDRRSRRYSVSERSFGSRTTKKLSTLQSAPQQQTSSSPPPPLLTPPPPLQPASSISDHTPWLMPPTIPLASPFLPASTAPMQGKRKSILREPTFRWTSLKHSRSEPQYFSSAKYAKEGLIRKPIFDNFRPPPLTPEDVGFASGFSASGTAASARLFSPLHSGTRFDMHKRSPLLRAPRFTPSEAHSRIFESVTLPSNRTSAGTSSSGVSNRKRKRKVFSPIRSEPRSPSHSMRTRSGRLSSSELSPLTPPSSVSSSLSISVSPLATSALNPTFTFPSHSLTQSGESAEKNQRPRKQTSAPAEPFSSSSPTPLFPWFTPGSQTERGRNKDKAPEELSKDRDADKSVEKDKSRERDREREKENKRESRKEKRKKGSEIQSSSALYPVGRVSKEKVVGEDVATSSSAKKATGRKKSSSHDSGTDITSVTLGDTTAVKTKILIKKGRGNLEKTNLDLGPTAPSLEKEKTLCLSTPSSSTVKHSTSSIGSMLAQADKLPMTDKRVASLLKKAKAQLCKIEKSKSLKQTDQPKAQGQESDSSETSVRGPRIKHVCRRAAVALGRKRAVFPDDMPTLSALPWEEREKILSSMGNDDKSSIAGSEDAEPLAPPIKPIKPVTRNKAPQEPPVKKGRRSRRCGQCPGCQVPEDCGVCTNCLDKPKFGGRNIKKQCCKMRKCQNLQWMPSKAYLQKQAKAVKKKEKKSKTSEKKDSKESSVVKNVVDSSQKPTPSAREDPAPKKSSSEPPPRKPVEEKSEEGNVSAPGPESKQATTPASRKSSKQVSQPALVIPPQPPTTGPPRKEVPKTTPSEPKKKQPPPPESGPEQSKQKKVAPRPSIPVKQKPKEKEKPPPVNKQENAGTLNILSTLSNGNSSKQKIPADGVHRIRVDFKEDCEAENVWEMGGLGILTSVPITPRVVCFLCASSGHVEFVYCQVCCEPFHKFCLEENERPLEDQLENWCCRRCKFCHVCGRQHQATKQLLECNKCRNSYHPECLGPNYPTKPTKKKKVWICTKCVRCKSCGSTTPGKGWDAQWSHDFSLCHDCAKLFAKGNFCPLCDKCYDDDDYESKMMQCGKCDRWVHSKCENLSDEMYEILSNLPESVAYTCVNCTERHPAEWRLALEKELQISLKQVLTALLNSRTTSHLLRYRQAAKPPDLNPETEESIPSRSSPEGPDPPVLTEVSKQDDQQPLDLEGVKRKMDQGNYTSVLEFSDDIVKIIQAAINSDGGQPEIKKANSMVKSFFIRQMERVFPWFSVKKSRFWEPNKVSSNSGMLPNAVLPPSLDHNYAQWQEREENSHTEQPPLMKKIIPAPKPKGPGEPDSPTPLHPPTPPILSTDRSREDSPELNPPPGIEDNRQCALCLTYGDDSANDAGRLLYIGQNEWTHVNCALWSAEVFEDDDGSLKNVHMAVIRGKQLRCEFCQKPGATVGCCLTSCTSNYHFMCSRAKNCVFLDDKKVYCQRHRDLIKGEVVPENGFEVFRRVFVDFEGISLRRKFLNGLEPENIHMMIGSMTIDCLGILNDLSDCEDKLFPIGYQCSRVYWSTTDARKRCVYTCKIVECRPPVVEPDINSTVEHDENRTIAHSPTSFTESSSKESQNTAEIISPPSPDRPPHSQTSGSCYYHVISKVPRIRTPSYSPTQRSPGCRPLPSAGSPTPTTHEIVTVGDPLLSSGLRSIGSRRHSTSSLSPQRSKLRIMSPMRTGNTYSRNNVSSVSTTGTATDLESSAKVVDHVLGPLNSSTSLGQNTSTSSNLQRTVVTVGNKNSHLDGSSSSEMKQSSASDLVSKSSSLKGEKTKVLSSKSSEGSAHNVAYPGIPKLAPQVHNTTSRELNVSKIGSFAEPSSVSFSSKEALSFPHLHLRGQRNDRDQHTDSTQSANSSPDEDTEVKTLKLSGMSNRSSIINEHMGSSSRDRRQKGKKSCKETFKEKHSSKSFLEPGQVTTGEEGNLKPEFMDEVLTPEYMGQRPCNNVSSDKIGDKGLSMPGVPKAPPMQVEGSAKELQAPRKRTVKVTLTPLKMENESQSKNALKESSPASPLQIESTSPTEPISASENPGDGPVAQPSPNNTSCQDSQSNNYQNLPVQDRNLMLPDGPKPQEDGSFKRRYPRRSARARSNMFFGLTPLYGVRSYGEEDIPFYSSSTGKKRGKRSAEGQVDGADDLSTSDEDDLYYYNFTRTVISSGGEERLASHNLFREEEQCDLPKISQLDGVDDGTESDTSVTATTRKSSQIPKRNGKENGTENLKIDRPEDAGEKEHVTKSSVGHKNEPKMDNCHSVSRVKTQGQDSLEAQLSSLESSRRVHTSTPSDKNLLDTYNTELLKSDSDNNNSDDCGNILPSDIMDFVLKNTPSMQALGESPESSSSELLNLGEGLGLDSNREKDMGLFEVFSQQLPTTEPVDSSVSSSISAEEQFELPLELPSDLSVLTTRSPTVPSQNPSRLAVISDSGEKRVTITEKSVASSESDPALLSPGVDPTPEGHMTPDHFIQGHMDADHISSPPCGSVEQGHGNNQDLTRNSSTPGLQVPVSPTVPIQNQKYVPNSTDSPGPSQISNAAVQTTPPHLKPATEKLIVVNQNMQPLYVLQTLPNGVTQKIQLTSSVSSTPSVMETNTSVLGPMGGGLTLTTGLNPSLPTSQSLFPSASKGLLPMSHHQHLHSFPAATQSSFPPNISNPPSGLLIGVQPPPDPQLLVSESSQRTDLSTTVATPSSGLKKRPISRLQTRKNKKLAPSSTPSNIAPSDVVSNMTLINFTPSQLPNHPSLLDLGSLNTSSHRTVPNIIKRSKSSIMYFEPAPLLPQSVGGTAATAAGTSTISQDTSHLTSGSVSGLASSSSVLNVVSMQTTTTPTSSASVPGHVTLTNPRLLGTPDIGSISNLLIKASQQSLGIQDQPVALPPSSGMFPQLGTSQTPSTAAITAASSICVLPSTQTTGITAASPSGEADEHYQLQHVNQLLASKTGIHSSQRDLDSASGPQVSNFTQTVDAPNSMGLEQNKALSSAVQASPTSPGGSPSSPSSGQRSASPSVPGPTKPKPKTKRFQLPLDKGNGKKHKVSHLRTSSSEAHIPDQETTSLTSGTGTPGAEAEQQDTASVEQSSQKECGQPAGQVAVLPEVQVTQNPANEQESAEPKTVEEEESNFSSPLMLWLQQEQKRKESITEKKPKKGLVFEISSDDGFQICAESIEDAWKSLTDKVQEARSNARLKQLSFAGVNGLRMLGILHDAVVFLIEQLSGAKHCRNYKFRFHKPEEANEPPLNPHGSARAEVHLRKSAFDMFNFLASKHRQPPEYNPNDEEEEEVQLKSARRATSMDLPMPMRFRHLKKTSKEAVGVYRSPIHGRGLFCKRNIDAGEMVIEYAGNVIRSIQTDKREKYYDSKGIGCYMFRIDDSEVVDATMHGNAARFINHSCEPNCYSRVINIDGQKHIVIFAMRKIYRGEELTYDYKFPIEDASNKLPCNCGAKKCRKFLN
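Purified MLL-CXXC (added from a 7 uM solution) was preincubated 5 min at ambient with pinned compounds in 50 mM Tris-HCl pH 7.5, 50 mM NaCl, 1 mM DTT, 0.05% BSA. Fluorescein-labeled HOX-A9 DNA (50 nM solution) followed, 30 min, then polarization read.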
FLuc counter = counter-screen for miR-21 project: firefly luciferase inhibitors or activators; P08659; purified FLuc, Km substrates, luminescence inhibition; Potency, µM (series often up to 57.5 µM), for the others: at the top dose activity change, negative = inhibition, actives largely listed as inhibitors; 360,000 compounds, 6.9% hits;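 note: plate controls were vehicle for no effect and reference inhibitor for full effect; nearly all actives have a fitted effect of over 55% in size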
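Purified P. pyralis luciferase (10nM final) with 10uM D-luciferin and 10uM ATP (Km levels) in 50mM Tris acetate pH 7.5, 10mM Mg acetate, 0.01% Tween-20, 0.05% BSA; qHTS 6-point titration, ~60 µM downward; luminescence read.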
MBNL1-CUG inh = MBNL1-poly(CUG) RNA binding inhibition; TR-FRET MBNL1-His/biotin-(CUG)12 binding, 665/545 ratio; Potency, µM (doses to about 57.5 µM), inactives show at the top dose activity change, negative = inhibition, usual class: inhibitors; 280,000 compounds, 0.036% hits; active = well fitted inhibition curve with a large enough effect in the signal ratio, with a control signal flat, not every such curve was filed as active; inconclusive = small, poorly fitted or top-dose-only effect, or effect the other way, or a change in a side signal; inactive = no such curve, though single readings can be large or run the other way; the % refers to the signal ratio; note: % is set by controls: 0 for no effect and ±100 for the full control effect
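Inhibition of protein-RNA binding appears as loss of TR-FRET between terbium anti-His antibody on MBNL1-His and streptavidin-XL665 on biotin-(CUG)12. Activity is normalized to buffer-only and uninhibited-complex controls.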
uPA generation = inhibitors of cell surface uPA generation; cell surface uPA generation assay, qHTS; Potency, µM (highest dose often 38.3 µM), for inactives: top-dose activity change, negative = inhibition, actives largely listed as inhibitors; 330,000 compounds, 0.31% hits; AID 540303; active = well fitted inhibition curve with a large enough effect; inconclusive = small, poorly fitted or top-dose-only effect; inactive = no such curve, though single readings can be large or run the other way; tested in mouse RAW 264.7 cells; note: % is set by controls: 0 for no effect and ±100 for the full control effect; nearly all actives have a fitted effect of over 55% in size
p53 reactivator = restores transcriptional activity of mutant p53; 320,000 compounds, 0.063% hits; Potency, µM (highest dose often 92.2 µM), for inactives: top-dose activity change, positive = activation, most hits filed as activators; H1299 p53-A138V BP100-luciferase reporter, luminescence, 24 h; note: % of control where 0% means no effect; nearly all actives have a fitted effect of over 45% in size
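H1299 (p53-null), stable ts p53-A138V + BP100-Luc; 1000 cells/well, Opti-MEM/10% FBS; cpd 4 pt, 1:5; 24 h, 37 deg C, 5% CO2; detection reagent 10 min RT; luminescence.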
NPC1 prom act = NPC1 promoter activation; 320,000 compounds, 2.4% hits; Potency, µM (series often up to 9.22 µM), for inactives: top-dose activation, usual class: activators; Huh7 NPC1 promoter luciferase reporter, 24 h;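 note: % of control where 0% means no effect; nearly all actives have a fitted effect of over 60% in size; reporter is driven by a mutant NPC1 promoter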
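Huh7 cells stably carrying NPC1 promoter–luciferase, plated in Opti-MEM with 10% FBS for 2 h, were exposed to compound in DMSO for 24 h at 37 °C; luciferase reagent was added for 10 min and luminescence read.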
Rab9 prom act = activates the Rab9 promoter; Potency, µM (top dose mostly 9.22 µM), for the others: top-dose activation, negative = inhibition, most hits filed as activators; Huh7 Rab9 promoter-luciferase reporter, luminescence, 24 h; 320,000 compounds, 2.8% hits; AID 485297; note: % of control where 0% means no effect; nearly all actives have a fitted effect of over 60% in size
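Huh7 reporter line, Rab9 promoter upstream of luciferase. Compound exposure 24 h at 37 °C in reduced-serum medium with 10% FBS. Read-out: luminescence.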
ELG1 genotox = inducers of genotoxicity in HEK293T ELG1-luciferase cells | 330,000 compounds, 1.3% hits | Potency, µM (titrated, usually from 46 µM), for inactives: at the top dose activity change, positive = activation, actives largely listed as activators | HEK293T ELG1-luciferase reporter, luminescence, 16 h; note: % of control where 0% means no effect; nearly all actives have a fitted effect of over 60% in size
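ELG1-luciferase HEK293T cells, 2,000/well; compound pinned in; 16 hr, 37 °C, 5% CO2; ONE-Glo, 30 min RT; luminescence on CCD imager.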
BRCA1 expr act = activators of BRCA1 expression; 380,000 compounds, 1.1% hits; MCF7-BRCA1-FFLuc reporter, luminescence, 48 h; response scale: scaled: vehicle 0%, 10 µM genistein 100%; Potency, µM (highest dose often 46.1 µM), for the others: top-dose activation, usual class: activators; note: nearly all actives have a fitted effect of over 80% in size; some results filed as inactive show a strong effect at the top dose
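48 h compound treatment of MCF7-BRCA1-FFLuc cells (phenol-red free MEM, 37 °C), then 15 min with luciferase substrate and luminescence imaging.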
Numbers without * were called inactive; ? = inconclusive; . = not tested or not shown; & = joins results of further samples; [ ] = dose if it differs, or a comment. Unless noted, calls come from the whole dose curve; as a rule, active = well fitted curve in the direction sought with a large enough effect; inconclusive = small, poorly fitted or top-dose-only effect, or another doubt; inactive = no such curve, though single readings can be large; an effect the other way counts as inactive or inconclusive. Potency is the fitted concentration of half-maximal effect. Only part of the results is shown; rates above refer to the full screens.

Order of results: MLL CXXC-DNA inh	FLuc counter	ELG1 genotox	Gal4-VP16 FLuc	MBNL1-CUG inh	RORg inh	Rab9 prom act	BRCA1 expr act	uPA generation	NPC1 prom act	p53 reactivator
> CC1(C)CC(NC(=O)c2ccc3c(c2)OCO3)CC(C)(C)N1
 : 4.9%	-2.0%	2.7%	-6.1%	-5.7%	-4.7%	11.1%	-5.4%	-0.6%	-5.7%	-23.8%
> CCN(Cc1ccncc1)C(=S)Nc1ccc(Cl)cc1
 : 15.2%	2.4%	-5.3%	-11.0%	-0.1%	45.0%	-0.4%	1.7%	-6.0%	1.3%	2.1%
> C/C(=N\OCc1ccc(C#N)cc1)c1ccc(S(=O)(=O)N(C)C)cc1
 : -2.0%	21.3µM*	0.9%	?	-3.5%	?	10.6%	7.08µM*	0.0%	?	19.6%
> Cc1ccc(C(NC(=O)CN2C(=O)NC3(CCCC3)C2=O)c2ccccc2)cc1 (configuration not stated)
 : .	0.1%	-3.3%	.	.	.	-2.0%	-16.3%	2.4%	-0.8%	-5.9%
> CCc1cc2cc(C)cc(C)c2nc1SCC(=O)NNC(=O)c1ccco1
 : 8.5%	11.3%	-0.8%	-17.4%	.	-42.7%	-2.9%	-25.3%	9.8%	-0.2%	-3.5%
> CN(C)/N=C/c1ccc(/C=N/NC(N)=S)o1
 : 5.8%	-0.6%	-0.8%	?	11.3%	14.1µM*	-0.9%	-6.6%	3.4%	-3.2%	4.7%
> Cc1ccc2c(c1)N(CC(=O)NCC1CCCO1)C(=O)CO2 (configuration not stated)
 : 3.8%	0.2%	3.2%	0.8%	0.5%	-30.6%	0.0%	10.8%	0.9%	-0.7%	19.5%
> Cc1nnc(SCc2cc(=O)[nH]c(Nc3nc(C)c4cc(C)c(C)cc4n3)n2)s1
 : 3.1%	-1.8%	-0.7%	2.4%	-10.3%	11.1%	-10.0%	20.8%	5.9%	0.6%	-0.4%
> COc1cccc(C(=O)N/N=c2\sc3ccccc3n2C)c1
 : 4.5%	?	3.4%	-18.3%	2.1%	-36.8%	-4.0%	12.6%	2.2%	1.0%	3.8%
> CCOc1ccc(NC(=O)CCN2CCN(c3ccccc3OC)CC2)cc1
 : 4.7%	-0.1%	-6.0%	-6.7%	-9.0%	-8.3%	-0.7%	-23.4%	1.6%	-0.4%	-1.8%
> COc1cc(CNC2CCCc3ccccc32)cc(OC)c1OC (configuration not stated)
 : -3.8%	-1.5%	-4.5%	-17.6%	.	9.5%	1.2%	-17.1%	-2.5%	-3.5%	-4.5%
> CC(NS(=O)(=O)/C=C/c1ccccc1)C(=O)NCCc1ccc(S(N)(=O)=O)cc1 (configuration not stated)
 : 4.2%	-3.3%	-1.6%	-3.9%	-1.9%	-17.2%	1.5%	3.8%	3.8%	-0.2%	0.1%
> COP(=O)(OC)c1nc(-c2cccc3ccccc23)oc1N1CCOCC1
 : 4.0%	-0.4%	1.0%	-10.5%	.	-15.8%	8.1%	-26.1%	3.1%	-0.2%	-9.2%
> CCOc1ccc(NC(=S)N2CCc3cc(OC)c(OC)cc3C2COc2ccc3c(C)cc(=O)oc3c2)cc1 (configuration not stated)
 : 15.3%	10.6%	-0.2%	0.7%	56.2%[activator]	21.4%	-8.1%	-11.1%	-3.9%	-6.0%	-7.7%
> c1ccc(-n2ncc3c(NCc4ccc5c(c4)OCO5)ncnc32)cc1
 : -1.2%	-16.9%	6.7%	-14.1%	-2.7%	?	13.6%	41.4%	-9.1%	9.1%	18.5%
> CCCC(OC(=O)CC1Sc2ccccc2NC1=O)C(=O)NCc1ccco1 (configuration not stated)
 : 15.4%	-35.3%	-1.2%	3.4%	1.9%	-19.4%	3.3%	-0.7%	-7.8%	-5.5%	10.0%
> CC(C)N1CCN(Cc2cccn2-c2cccnc2)CC1CCO (configuration not stated)
 : -7.3%	-0.7%	-3.1%	2.8%	14.4%	-20.6%	-4.3%	1.1%	2.2%	0.0%	2.2%
> Nc1ccc(N2CCN(c3cccc(Cl)c3)CC2)cc1
 : 6.5%	-8.7%	3.7%	3.4%	5.1%[11.5 µM]	-18.6%	-4.1%	-38.1%	-8.5%	-4.9%	-1.4%
> N=c1c(-c2nc3ccccc3[nH]2)cc(C(=O)c2ccco2)nn1-c1ccccc1
 : -1.9%	-3.5%	-4.2%	5.01µM*	?	2.82µM*	-6.5%	-16.2%	9.8%	-1.3%	-4.9%
> CSc1ncccc1C(=O)OCC(=O)NC1CCS(=O)(=O)C1 (configuration not stated)
 : 1.6%	2.2%	0.1%	-0.2%	13.2%	-5.6%	-1.2%	-17.2%	2.3%	1.0%	-0.4%
> CC1=CCC2C(=O)N(c3nc4ccccc4n3C)C(=O)C2C1 (configuration not stated)
 : -3.9%	?	.	?	3.6%	3.55µM*	.	-2.4%	5.1%	.	.
> Cc1nc2nc(C)c(CCC(=O)NC(C)c3ccc4c(c3)OCCO4)c(C)n2n1 (configuration not stated)
 : 4.2%	-0.9%	-1.0%	-4.2%	9.4%	-6.1%	4.1%	0.9%	4.3%	-0.8%	3.7%
> Nc1cc(C(=O)O)ccc1N1CCCCC1
 : 1.9%	-13.7%	1.8%	-4.4%	-6.5%	-24.5%	8.3%	1.5%	1.7%	-0.8%	4.8%
> Nc1cc(N)nc(SCC(=O)NCC2CCCO2)n1 (configuration not stated)
 : -6.9%	-2.4%	-1.1%	2.3%	-11.6%	-14.8%	1.4%	6.2%	-2.9%	-2.4%	8.7%
> CCN(CC(=O)Nc1ccc(NC(C)=O)cc1)C(=O)CN1C(=O)C2CCCCC2C1=O (configuration not stated)
 : .	?	2.2%	.	.	.	0.3%	27.5%	-17.0%	2.6%	-0.3%
> O=C(NCCc1ccccc1)c1ccc(CS(=O)(=O)c2ccc(Cl)cc2)o1
 : -0.8%	0.0%&4.0%	2.6%	0.8%[10 µM]	0.2%	39.4%	-5.8%	-6.4%	4.4%	-1.3%	-0.6%
> COC(=O)c1ccccc1NC(=O)Cc1ccccc1OC
 : -2.2%	-1.9%	-5.1%	-0.1%	-1.6%	10.4%	-0.1%	9.9%	0.7%	-0.4%	-6.2%
> Cc1cc2c(C)nc(N/N=C/c3ccc([N+](=O)[O-])cc3)nc2o1
 : 21.1%	-14.1%	3.7%	6.7%	?	?	-0.5%	-1.4%	-6.5%	1.1%	-4.5%
> CCS(=O)(=O)N1CCN(C(=O)c2cccnc2)CC1
 : 6.9%	1.4%	4.8%	-4.4%	-8.3%	2.1%	-1.3%	2.7%	4.2%	1.3%	-1.3%
> CC(=O)C1C(c2ccccc2OC(F)F)NC(=O)NC1(O)C(F)(F)F (configuration not stated)
 : 0.0%	-1.2%	-0.4%	-1.1%	11.1%	-5.8%	-1.5%	8.7%	3.0%	0.8%	-0.8%
> COC(=O)CC1SCCNC1=O (configuration not stated)
 : 3.3%	4.5%	0.1%	5.5%	-5.3%	-18.9%	-6.0%	12.1%	.	0.8%	5.2%
> CN(C)C(CNC(=O)c1cccc(S(=O)(=O)NCc2ccccc2)c1)c1ccco1 (configuration not stated)
 : .	0.6%	-1.4%	.	.	.	-3.9%	-7.6%	3.5%	-0.2%	-5.2%
> O=C(NC(=S)Nc1ccc(N2CCOCC2)c(Cl)c1)c1cncc(Br)c1
 : 19.7%	?	-0.9%	0.562µM*	.	1µM*	-0.9%	10.5%	0.5%	4.2%	-7.3%
> CC1CCN(S(=O)(=O)c2nnc(NC(=O)c3cccc(Cl)c3)s2)CC1
 : .	-7.8%&-12.8%	-10.9%	-10.2%	5.5%	37.7%	-3.0%	0.0%	8.9%	6.3%	.
> Cc1cc(Cl)ccc1OC(C)C(=O)OCC(=O)Nc1ccc2[nH]c(=O)[nH]c2c1 (configuration not stated)
 : .	-0.5%	-1.8%	.	.	.	-0.8%	-2.0%	6.6%	-4.1%	2.7%
> FCCCOc1ccc(/C=N/OCc2ccc(Cl)cc2)cc1
 : 1.4%	?	-0.1%	18.2%	-0.9%	?	11.3%	35.9%	2.8%	12.6%	3.7%
